Screening data from PubChem.
G9a inh = inhibitors of human histone lysine methyltransferase G9a. hit rate 8.8% among 350,000. Q96KQ7. Potency, µM (titrated, usually from 102 µM), without a hit: top-dose activity, negative = inhibition, actives largely listed as inhibitors. G9a H3K9 monomethylation, AlphaScreen, 2 h. AID 504332; further: potency means the concentration at half of the fitted maximal effect; on the % scale 0 is the no-effect control and ±100 the full control effect; nearly all actives have a fitted effect of over 75% in size
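G9a (20 nM) preincubated 15 min RT with compounds, then 500 nM biotinylated H3K9 peptide and 20 uM SAM added; 2 h RT reaction. Monomethyl-H3K9 product detected by AlphaScreen with anti-H3K9me1 antibody, streptavidin donor and anti-rabbit IgG acceptor beads.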
GLS inhibitor = glutaminase GLS (human) inhibition | O94925 | GLS enzymatic activity, qHTS titration | Potency, µM (series often up to 45.5 µM), for the others: top-dose activity change, negative = inhibition, usual class: inhibitors | hit rate 0.21% among 410,000 | AID 624170; further: potency means the concentration at half of the fitted maximal effect; on the % scale 0 is the no-effect control and ±100 the full control effect
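hKGA in 45 mM KH2PO4 pH 8.2, 0.02% Tween-20 with pin-transferred compounds; 1 mM L-glutamine (stock) plus glutamate oxidase/HRP/Amplex Red coupling added. Fluorescence read initially and after 30 min at RT.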
Tb PGK inh = T. brucei PGK inhibition; P07378; PGK/GAPDH coupled, Kinase-Glo luminescence, 60 min; Potency, µM (doses to about 57.5 µM), inactives show top-dose activity change, negative = inhibition, actives largely listed as inhibitors; hit rate 0.043% among 380,000; AID 602233; further: potency means the concentration at half of the fitted maximal effect; on the % scale 0 is the no-effect control and ±100 the full control effect; nearly all actives have a fitted effect of over 60% in size
Target sequence (P07378 whole entry, looked up): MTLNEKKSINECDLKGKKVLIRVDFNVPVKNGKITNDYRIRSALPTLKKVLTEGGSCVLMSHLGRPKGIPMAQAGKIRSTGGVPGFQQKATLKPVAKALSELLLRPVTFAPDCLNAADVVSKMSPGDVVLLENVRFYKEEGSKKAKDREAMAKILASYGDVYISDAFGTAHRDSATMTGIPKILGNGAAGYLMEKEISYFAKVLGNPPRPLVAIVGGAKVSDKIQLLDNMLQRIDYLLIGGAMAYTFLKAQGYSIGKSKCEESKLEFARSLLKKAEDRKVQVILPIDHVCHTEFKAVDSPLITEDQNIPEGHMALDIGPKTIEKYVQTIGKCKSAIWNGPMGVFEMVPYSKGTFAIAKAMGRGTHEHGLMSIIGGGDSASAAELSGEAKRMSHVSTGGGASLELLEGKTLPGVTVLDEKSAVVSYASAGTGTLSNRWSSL
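Recombinant glycosomal PGK reaction used 1,3-bisphosphoglycerate generated in-well by GAPDH (100nM final) in 100mM TEA pH 7.6, 5mM MgCl2, 0.01% Tween-20. After 60 minutes at room temperature, ATP was read by Kinase-Glo Plus luminescence end-point.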
PI4K2A inh = blocks human PI4K2A kinase activity. activity change, negative = inhibition, % at 76.9 µM. purified PI4K2A, ADP-Glo luminescence, 1 h; hits give low values. hit rate 0.13% among 420,000. Q9BTU6; in the data active means activity change below about -50%; inconclusive means mostly about -30% to -49%;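 further: -100% = wells without enzyme as full effect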
Target sequence (Q9BTU6 whole entry, looked up): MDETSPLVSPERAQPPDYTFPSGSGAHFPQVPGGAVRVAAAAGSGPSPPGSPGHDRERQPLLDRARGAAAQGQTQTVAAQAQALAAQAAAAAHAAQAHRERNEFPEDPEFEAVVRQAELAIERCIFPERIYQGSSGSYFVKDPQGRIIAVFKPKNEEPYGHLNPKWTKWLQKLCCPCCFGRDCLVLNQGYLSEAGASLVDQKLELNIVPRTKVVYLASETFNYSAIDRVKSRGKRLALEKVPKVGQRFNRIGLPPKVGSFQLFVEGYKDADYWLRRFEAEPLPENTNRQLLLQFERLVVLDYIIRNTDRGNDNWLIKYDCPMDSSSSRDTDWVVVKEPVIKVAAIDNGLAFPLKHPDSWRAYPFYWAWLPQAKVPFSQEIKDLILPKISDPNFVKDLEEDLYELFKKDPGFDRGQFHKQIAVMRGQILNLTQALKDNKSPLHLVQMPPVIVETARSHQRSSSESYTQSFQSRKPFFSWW
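In this quantitative HTS, ADP production by PI4K2A was quantified luminescently after 1 h at ambient temperature; 100 microM adenosine served as plate-quality control.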
Pin1 inh = human Pin1 inhibition | Pin1 FP peptide displacement, HiFluor488, 10 min | AID 504891 | hit rate 0.009% among 390,000 | Potency, µM (highest dose often 115 µM), for inactives: top-dose activity, negative = inhibition, usual class: inhibitors; active means well fitted inhibition curve with a large enough effect in the polarisation, with a control signal flat, not every such curve was filed as active; inconclusive means small, poorly fitted or top-dose-only effect, or effect the other way, or a change in a side signal; inactive means no such curve, though single readings can be large or run the other way; the % refers to the polarisation; further: potency means the concentration at half of the fitted maximal effect; on the % scale 0 is the no-effect control and ±100 the full control effect
Target sequence (Q13526 whole entry, looked up): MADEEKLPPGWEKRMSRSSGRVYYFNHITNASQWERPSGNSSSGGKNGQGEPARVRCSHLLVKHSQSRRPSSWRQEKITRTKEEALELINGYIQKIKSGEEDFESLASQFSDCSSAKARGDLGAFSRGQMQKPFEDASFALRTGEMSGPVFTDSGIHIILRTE
JMJD2A Tudor = JMJD2A Tudor domain (human) inhibition | O75164 | Potency, µM (titrated, usually from 114 µM), without a hit: at the top dose activity change, negative = inhibition, usual class: inhibitors | AlphaScreen JMJD2A-Tudor / H3K4me3 peptide binding | hit rate 4.4% among 390,000; further: potency means the concentration at half of the fitted maximal effect; on the % scale 0 is the no-effect control and ±100 the full control effect; nearly all actives have a fitted effect of over 50% in size
POLH inh = inhibitors of human DNA polymerase eta. hit rate 1.2% among 390,000. recombinant Pol eta, fluorescent DNA replication assay. Potency, µM (highest dose often 114 µM), without a hit: at the top dose activity change, negative = inhibition, usual class: inhibitors. AID 588591; further: potency means the concentration at half of the fitted maximal effect; on the % scale 0 is the no-effect control and ±100 the full control effect
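Pol eta (10 nM) was preincubated with compounds for 15 min at room temperature, after which fluorescent replication substrate (50 nM final) was added to start the reaction. Fluorescence was read kinetically at 0 and 10 min.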
HP1b chromo inh = inhibitors of HP1-beta chromodomain binding to methylated histone tails; AlphaScreen HP1-beta / biotin-H3K9me3 peptide binding; hit rate 0.56% among 390,000; Potency, µM (top dose mostly 114 µM), inactives show at the highest dose activity change, negative = inhibition, hits mostly inhibitors; P83916; further: potency means the concentration at half of the fitted maximal effect; nearly all actives have a fitted effect of over 70% in size; inactives centre near 23
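AlphaScreen: HP1-beta (50 nM) preformed 30 min with biotin-H3(1-18)K9me3 peptide (50 nM) in PBS pH 7.4, 0.01% Tween-20. Compound added for 30 min at RT, then streptavidin donor/nickel chelate acceptor beads (10 ug/mL) for 30 min.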
BAZ2B inh = BAZ2B (human) inhibition; Q9UIF8; AlphaScreen BAZ2B-H3K14Ac peptide displacement; Potency, µM (series often up to 114 µM), for the others: top-dose activity change, negative = inhibition, usual class: inhibitors; hit rate 4.4% among 360,000; AID 504333; further: potency means the concentration at half of the fitted maximal effect; on the % scale 0 is the no-effect control and ±100 the full control effect; nearly all actives have a fitted effect of over 60% in size
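AlphaScreen displacement: compounds (up to 110uM) incubated 30 min at room temperature with a preformed 50 nM BAZ2B/50 nM biotinylated H3K14Ac peptide complex in PBS pH 7.4 with Tween-20. Donor and acceptor beads at 10 ug/mL final added, 20 min light-protected before reading.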
* marks the source's active call; other numbers are inactive results; i = inactive; ? = inconclusive; nt = not tested or not shown; & = joins results of further samples; ! = not active in a repeat; [ ] = remark or other dose. Unless noted, the call rests on the fitted dose curve; in most records, active means well fitted curve in the direction sought with a large enough effect; inconclusive means small, poorly fitted or top-dose-only effect, or another doubt; inactive means no such curve, though single readings can be large; an effect the other way counts as inactive or inconclusive. The list is partial, so the mix of outcomes need not match the whole.

SMILES | G9a inh | GLS inhibitor | Tb PGK inh | PI4K2A inh | Pin1 inh | JMJD2A Tudor | POLH inh | HP1b chromo inh | BAZ2B inh
COC(=O)c1ccc(NC(=O)CCS(=O)(=O)c2ccc(Br)cc2)cc1 | 56.2µM*! | 38.1%&-16.3%[activator] | -23.6%&-6.5% | -2.1&-0.1 | -2.0%&2.1% | -27.9%&-3.9% | ? | -21.2%&55.5% | 56.2µM*!
CC1(C)Cc2c(sc3c2c(=N)n(Cc2ccco2)c(=O)n3CC(=O)Nc2ccc(Cl)cc2)CO1 | 8.7%[2.33 µM] | 16.4% | -6.5% | 0.4 | 47.9%[activator] | -26.9% | -10.0% | 7.2% | -37.4%
Cc1c(NS(=O)(=O)c2cccc(C(=O)Nc3ccccc3)c2)c(=O)n(-c2ccccc2)n1C | 0.3%[12.7 µM] | 2.9% | -0.3% | 6.9 | -4.2% | -7.4% | -9.5% | 41.0%[activator] | -16.9%
O=C(CCNC(=O)c1ccc(Cl)cc1)Nc1ccc(S(=O)(=O)N2CCOCC2)cc1 | -6.3%[2.33 µM] | -0.7% | -9.7% | -2.9 | -6.2% | -11.4% | -11.7% | 26.7% | 8.6%
Cc1cc(C)c2nc(N3CCCC(C(=O)N4CCN(c5ncccn5)CC4)C3)sc2c1 (stereo not given) | ? | 0.1% | -2.9% | -5.0 | 5.1% | ? | -3.3% | -10.9% | -0.8%
CC1CCc2nc(NC(=O)c3cc(C(C)(C)C)nn3C)sc2C1 (stereo not given) | 25.0%[59 µM] | 5.1% | -3.2% | -5.1 | -1.6% | -7.5% | -0.2% | 16.3% | -11.8%
O=C1NC(c2cccnc2)C(C(=O)c2cccs2)C(O)(C(F)(F)F)N1 (stereo not given) | 17.4%[12.7 µM] | -0.4% | -9.6% | -2.5 | -2.2% | -1.7% | 5.2% | 53.2% | 0.8%
COc1ccccc1N1CCN(Cc2nc(-c3cc(OC)c(OC)c(OC)c3)no2)CC1 | ? | 2.5% | -7.2% | 3.5 | 0.9% | -24.2% | -6.4% | 28.6% | ?
Cc1csc(Nc2ccccc2C(F)(F)F)n1 | 24.0%[0.0925 µM] | 10.6% | -1.6% | 2.7 | 11.2% | 1.0% | ? | 6.5% | ?
Cn1c(=O)n(C)c2cc(CN3C(=O)OC(C)(C)C3(C)O)ccc21 (stereo not given) | 21.4%[59 µM] | 0.8% | 0.3% | -4.3 | -1.5% | -2.1% | -10.4% | 33.7% | ?
Clc1ccc(-n2nnnc2-c2cnc3ccccc3c2-c2ccccc2)cc1 | 14.1µM* | -16.2% | -3.7% | -2.2 | 0.9% | -30.6% | -12.1% | 5.2% | -20.1%
O=C1c2ccccc2C(=O)c2c1cccc2-n1nnc2ccccc21 | ? | 2.9% | -1.4% | 0.1 | -2.0% | -15.9% | -12.0% | -3.2% | -27.9%
CCCS(=O)(=O)N1CCCC(C(=O)NCCN2CCCCC2C)C1 (stereo not given) | nt | -3.6% | -1.4% | 0.4 | ? | -7.4% | -3.3% | 17.1% | -0.6%
COC(=O)C1=C(C(=O)OC)[C@@H]2N(C)c3ccccc3[C@@]23C[C@@H](C(=O)OC)N(C(=O)c2ccco2)C3=N1 | nt | 34.5%[activator] | 9.5% | -1.1 | -5.4% | -21.8% | -13.8% | 15.0% | nt
CCOc1ccc(C(CC(=O)O)N2Cc3ccccc3C2=O)cc1OC (stereo not given) | 1.8%[59 µM] | 8.0% | 2.2% | 0.4 | 9.0% | 2.7% | -16.5% | 25.4% | nt
COc1ccc(-c2nc3ccccc3c(=O)n2CCN2CCOCC2)cc1 | 2.0%[59 µM] | 8.2% | -3.4% | -0.7 | 5.6% | -10.5% | -0.3% | 6.2% | -1.6%
O=C1c2ccccc2[C@@H]2C[C@@H](O)[C@H](Nc3cccc(Cl)n3)CCN12 | nt | 3.8% | -9.9% | -2.6 | -1.7% | -11.0% | -12.0% | 24.6% | nt
COc1ccc(O)c(C(=O)c2cc(SCC(=O)O)c3nc4sc5c(c4c(=O)n3c2)CCCC5)c1 | -32.9%[12.7 µM] | 22.4% | -1.2% | -2.2 | nt | 25.1µM* | 22.4µM* | 25.1µM* | 22.4µM*
Cn1cc(CNCc2cn(C)nc2-c2ccc(C3CCCCC3)cc2)cn1 | -29.2% | -0.5% | -6.4% | -4.1 | 0.1% | -14.1% | -11.4% | -9.4% | -12.0%
Cn1c(=O)n(C)c2cc(C(=O)c3ccccc3)ccc21 | -1.1%[12.7 µM] | -0.8% | -11.1% | 2.2 | 7.0% | -7.1% | -5.1% | 40.1% | 0.5%
COc1ccccc1OCC(=O)N(Cc1nc(-c2ccc(Cl)cc2)no1)C(C)C | -9.1% | -1.0% | -7.8% | -1.8 | 0.8% | -1.4% | -21.0% | 63.9%[activator] | -2.0%
O=[N+]([O-])c1ccc(S(=O)(=O)NCCS(=O)(=O)N2CCN(c3ccccc3)CC2)cc1 | -14.4% | 6.7% | -1.3% | -5.6 | -0.7% | -22.7% | -3.7% | 23.3% | -7.8%
CCCCN1C(=O)c2[nH]nc(-c3ccccc3O)c2C1c1ccc(OCc2ccccc2)cc1 (stereo not given) | -32.6%[59 µM] | 5.8% | -0.4% | -2.7 | 4.1% | ? | -16.7% | 16.8% | ?
COc1ccc(Cl)cc1NC(=O)CN1CCc2ccccc21 | 22.4µM* | -4.2% | -9.7% | 9.6 | 5.2% | -25.5% | -16.4% | 27.2% | ?
NC(=O)OCC(O)COc1ccc(Cl)cc1 (stereo not given) | -31.5%[59 µM] | -4.0% | 6.4% | -2.2 | 7.7% | -3.4% | -17.4% | 46.7%[activator] | -3.3%
Cc1ccc(-c2ccc(/C=C3/NC(=O)NC3=O)o2)cc1[N+](=O)[O-] | ? | 4.9% | 5.6% | -3.8 | ? | -32.5% | ? | 15.4% | -29.8%
O=C(O)c1ccccc1C(=O)Nc1ccc(-n2nccc2C(F)(F)F)cc1 | 2.5% | 15.3% | 4.3% | -0.8 | -3.9% | -8.6% | -9.2% | 29.1% | -15.6%
Cc1noc(C)c1CSc1nc2ccccc2s1 | -2.9%[12.7 µM] | 6.6% | i | 3.3 | 4.2% | 35.7% | -8.5% | 97.6%[activator] | 52.5%[activator]
CC(C)n1c(=S)[nH]c2cc(Cl)ccc21 | 10µM* | 4.2% | -2.9% | 1.8 | -7.2% | ? | -0.4% | 10.7% | ?
O=C1N(c2ccc(Cl)c(Cl)c2)CN(Cc2ccccc2)CN1n1cnnc1 | 36.6%[2.33 µM] | -1.3% | -6.2% | -0.9 | -8.4% | -19.8% | 1.2% | 13.5% | -6.8%
C[C@@H]1CN([C@H](C)CO)C(=O)CCCn2cc(nn2)CO[C@H]1CN(C)S(=O)(=O)c1cccc(C#N)c1 | nt | -5.9% | -3.4% | -5.1 | nt | nt | -23.9% | nt | nt
COc1ccc(S(=O)(=O)Nc2ccc3c(c2)OCO3)cc1C | 10.2%[12.7 µM] | 5.6% | 5.3% | 0.6 | 5.2% | -12.2% | -2.6% | 16.7% | -5.5%
COc1ccccc1CC(NC(C)=O)C(=O)N1CCN(C(=O)Nc2ccccc2Cl)CC1 (stereo not given) | 2.5%[2.33 µM] | 2.3% | -6.8% | 1.3 | -15.7% | -9.7% | -2.0% | 15.5% | -1.3%
Cc1nc2c(c(C)nn2C(C)(C)C)c(C)c1CCC(=O)Nc1ccc(F)cc1 | -2.2%[59 µM] | 4.7% | 9.7% | 2.3 | -0.2% | 2.3% | 0.5% | 25.7% | 0.2%
CC1(C)Cc2c(sc3nc4n(c(=N)c23)CCCCC4)CO1 | -5.8% | -10.3% | 8.1% | -10.0 | 4.5% | -14.9% | 3.1% | 15.1% | 10.4%
C=CCn1c(NCCO)nc2sc3c(c2c1=O)CCC3 | -31.1% | 7.1% | 1.4% | 0.1 | 4.5% | -24.1% | -14.5% | 15.4% | -1.0%
CC(=O)OCCCn1c(C)[n+](C)c2cc(Cl)c(Cl)cc21 | 31.6µM* | -0.6% | i | -1.5 | 0.2% | 31.6µM* | -14.5% | -28.4% | -30.3%
COc1cccc(CNC(=O)c2ccccc2SCC(=O)N2CCCC2)c1 | 2.7%[2.33 µM] | 2.6% | -0.1% | 0.2 | -1.6% | -17.1% | -3.5% | 16.8% | -5.2%
COc1ccc(N2C(=O)CS(=O)(=O)C23C(=O)N(Cc2ccccc2)c2ccccc23)cc1 (stereo not given) | -31.1%[59 µM] | 2.7% | -0.5% | 1.5 | 5.3% | -23.3% | -11.3% | 11.2% | -1.7%[57.1 µM]
CN(C(=O)Cn1cnc2ccccc2c1=O)C1CCS(=O)(=O)C1 (stereo not given) | 7.9% | 3.6% | 0.6% | 2.5 | 3.5% | -1.4% | -11.5% | 30.7% | 28.7%
Nc1cc2c(cc1O)CCCC2 | nt | ? | i | 2.5 | 26.0% | 2.51µM* | -20.1% | ? | -30.6%
Cc1ccc2c(c1)nnn2C1CCN(S(=O)(=O)c2ccc(C(=O)N3C(C)CCCC3C)cc2)CC1 (stereo not given) | 25.1µM* | 25.0% | i | -5.4 | 13.1% | 50.1µM* | -17.5% | 5.3% | ?

Three entries from above, sorted by the number in Pin1 inh, rising.
compound,Pin1 inh
CCCCN1C(=O)c2[nH]nc(-c3ccccc3O)c2C1c1ccc(OCc2ccccc2)cc1 (stereo not given),4.1%
Cc1noc(C)c1CSc1nc2ccccc2s1,4.2%
Cn1c(=O)n(C)c2cc(C(=O)c3ccccc3)ccc21,7.0%
